High-throughput results: PubChem BioAssay, National Center for Advancing Translational Sciences (NCATS)
Vif-A3G inh – inhibitors of Vif-APOBEC3G interaction. Q9HC16. hit rate 0.076% among 410,000. HeLa A3G-eYFP + Vif (tagged APOBEC3G with the HIV-1 protein that degrades it), YFP fluorescence, overnight. Potency, µM (highest dose often 46.1 µM), for the others: top-dose activity, negative = active, usual class: inhibitors. AID 602310;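 also: potency is read from the fitted curve at half-maximal effect; % is scaled to controls: 0 for no effect and ±100 for the full control effect; nearly all actives have a fitted effect of over 60% in size; hits raise eYFP signal because A3G escapes Vif-driven loss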
Target sequence (Q9HC16 whole entry, looked up): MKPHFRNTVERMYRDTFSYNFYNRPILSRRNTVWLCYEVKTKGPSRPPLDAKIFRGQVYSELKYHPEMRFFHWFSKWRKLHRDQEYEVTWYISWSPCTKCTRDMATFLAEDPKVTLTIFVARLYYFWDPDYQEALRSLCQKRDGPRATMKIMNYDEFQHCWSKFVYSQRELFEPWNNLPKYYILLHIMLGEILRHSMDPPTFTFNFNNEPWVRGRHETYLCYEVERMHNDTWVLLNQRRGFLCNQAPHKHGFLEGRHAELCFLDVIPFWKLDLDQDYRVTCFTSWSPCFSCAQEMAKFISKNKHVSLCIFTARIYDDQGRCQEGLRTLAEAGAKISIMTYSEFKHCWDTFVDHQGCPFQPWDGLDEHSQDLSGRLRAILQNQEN
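Read-out is eYFP fluorescence (Ex 488/Em 500-530) from Vif-expressing HeLa A3G-eYFP cells; more signal means A3G escaped Vif-mediated degradation. Cells plated overnight, compound pinned in, incubated overnight at 37 deg C.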
LDHA inh – blocks human lactate dehydrogenase A | P00338 | purified LDHA, NADH/diaphorase-resazurin fluorescence; active compounds read low | activity change, % (values are at about 110 or 230 µM) | hit rate 0.15% among 480,000 | AID 1347041; in the data active = activity change below about -30%; inconclusive = mostly about -25% to -30%;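 also: plate controls were DMSO wells for no effect and wells without enzyme for full effect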
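Human LDH5 (2 nM) was incubated with 0.06 mM NADH and 0.2 mM pyruvate for 5 min at room temperature in Tris pH 7.4. Remaining NADH was coupled through diaphorase/resazurin, and resorufin fluorescence was read at 0 and 20 min.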
IDH1 R132H inh – human IDH1 R132H inhibition; hit rate 0.093% among 390,000; IDH1-R132H enzyme, NADPH consumption, diaphorase/resazurin fluorescence; O75874; Potency, µM (highest dose often 76.6 µM), for inactives: at the top dose activity change, negative = inhibition, hits mostly inhibitors; also: potency is read from the fitted curve at half-maximal effect; % is scaled to controls: 0 for no effect and ±100 for the full control effect; nearly all actives have a fitted effect of over 65% in size
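IDH1-R132H (0.5 ug/mL dispensed) in pH 7.5 Tris buffer was preincubated 30 min with compound, then given a substrate mix of 0.016 mM NADPH and 2 mM alpha-KG for 80 min at room temperature; remaining NADPH was read by diaphorase/resazurin fluorescence.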
RGS4 inh – inhibitors of human regulator of G protein signaling 4 | P49798 | Transcreener GDP fluorescence polarization, RGS4-accelerated GTP hydrolysis | Potency, µM (doses to about 114 µM), without a hit: at the highest dose activity change, negative = inhibition, hits mostly inhibitors | AID 504845 | hit rate 0.039% among 390,000; also: potency is read from the fitted curve at half-maximal effect; % is scaled to controls: 0 for no effect and ±100 for the full control effect; nearly all actives have a fitted effect of over 75% in size; some results filed as inactive show a strong effect at the top dose
Target sequence (P49798 whole entry, looked up): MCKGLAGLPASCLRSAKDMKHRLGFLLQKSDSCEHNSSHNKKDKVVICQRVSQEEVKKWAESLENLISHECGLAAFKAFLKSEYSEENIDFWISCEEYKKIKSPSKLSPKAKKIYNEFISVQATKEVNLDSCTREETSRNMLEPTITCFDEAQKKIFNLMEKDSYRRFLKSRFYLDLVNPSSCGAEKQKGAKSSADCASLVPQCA
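MLSMR compounds (23 nl, pin-transferred) preincubated 10 min at room temperature with a 500nM (2x) first reagent, then RGS4 at 900nM (2x) plus Transcreener GDP mix added; fluorescence polarization (620/688 nm) read before and after 90 min at 30 °C.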
Glioma ERSR ind – induces the endoplasmic reticulum stress response in human glioma cells | U87-MG GRP78 promoter luciferase reporter, 16 h | Potency, µM, for inactives: at the top dose activation, hits mostly activators | hit rate 0.02% among 420,000; also: potency is read from the fitted curve at half-maximal effect; series mostly up to about 76 µM; % of control where 0% means no effect; nearly all actives have a fitted effect of over 35% in size
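Stably transfected U87-MG human glioma cells carrying a GRP78-based luminescent sensor were seeded at 1000 cells/well, pin-dosed with compounds and incubated 16 h. Luciferase reagent was then added, and end-point luminescence was read after 10 min at room temperature.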
TrxR1 substrate – is turned over as a substrate by rat TrxR1; O89049; purified TrxR1 substrate turnover, NADPH consumption readout; hit rate 0.01% among 390,000; Potency, µM (highest dose often 114 µM), for the others: at the top dose activity change, negative = substrate turnover; AID 588456; also: potency is read from the fitted curve at half-maximal effect; % is scaled to controls: 0 for no effect and ±100 for the full control effect; nearly all actives have a fitted effect of over 50% in size
Target sequence (O89049 whole entry, looked up): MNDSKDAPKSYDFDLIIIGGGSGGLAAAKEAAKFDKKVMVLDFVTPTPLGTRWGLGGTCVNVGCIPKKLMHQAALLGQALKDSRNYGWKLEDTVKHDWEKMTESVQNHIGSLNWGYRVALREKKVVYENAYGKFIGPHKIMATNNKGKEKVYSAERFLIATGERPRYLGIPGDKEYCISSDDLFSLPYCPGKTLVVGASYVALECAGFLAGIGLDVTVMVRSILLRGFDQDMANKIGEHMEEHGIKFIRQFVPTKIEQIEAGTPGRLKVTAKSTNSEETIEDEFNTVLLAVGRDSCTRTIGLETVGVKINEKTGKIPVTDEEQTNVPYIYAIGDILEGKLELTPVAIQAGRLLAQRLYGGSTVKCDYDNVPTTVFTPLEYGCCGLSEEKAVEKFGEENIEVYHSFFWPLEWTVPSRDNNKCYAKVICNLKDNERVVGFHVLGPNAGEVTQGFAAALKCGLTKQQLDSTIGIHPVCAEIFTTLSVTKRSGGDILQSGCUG
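Rat TrxR1, dispensed at 90 nM, was prereduced with 400 uM NADPH (final) for 5 min at ~22 deg C, then incubated with compound 15 min before 400 uM selenite. A first-read NADPH fluorescence drop versus no-compound background flagged substrates.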
USP1-UAF1 inh – blocks the human USP1/UAF1 deubiquitinase complex; O94782; recombinant USP1/UAF1, Ub-Rhodamine cleavage fluorescence; hit rate 0.23% among 390,000; Potency, µM (top dose mostly 57.1 µM), inactives show top-dose activity change, negative = inhibition, usual class: inhibitors; also: potency is read from the fitted curve at half-maximal effect; % is scaled to controls: 0 for no effect and ±100 for the full control effect; nearly all actives have a fitted effect of over 60% in size; inactives centre near -12
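In this screen, compounds sit with the deubiquitinase complex (1nM) for 15 min at room temperature before Ub-Rho is added at 150nM final. Fluorescence rise is then followed for 6 reads every 60 seconds.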
TrxR1 inh – rat TrxR1 inhibition; hit rate 1% among 390,000; recombinant rTrxR1, NADPH fluorescence consumption, selenite substrate; AID 588453; O89049; Potency, µM (doses to about 114 µM), for inactives: at the top dose activity change, negative = inhibition, usual class: inhibitors; also: potency is read from the fitted curve at half-maximal effect; % is scaled to controls: 0 for no effect and ±100 for the full control effect; nearly all actives have a fitted effect of over 65% in size
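Rat TrxR1 (90 nM in the dispensed reagent) was pre-reduced with 400 uM NADPH for 5 min at room temperature, then incubated with compound for 15 min. After 400 uM selenite was added, NADPH fluorescence (Ex 340/Em 450 nm) was followed for 8 min.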
Vif-APOBEC3F blk – blocks the Vif interaction with APOBEC3F. HeLa A3F-eYFP + Vif (tagged APOBEC3F with the HIV-1 protein that degrades it), YFP fluorescence increase. Potency, µM (top dose mostly 46.1 µM), inactives show at the highest dose activity, negative = active. hit rate 0.2% among 390,000; also: potency is read from the fitted curve at half-maximal effect; % of control where 0% means no effect; nearly all actives have a fitted effect of over 65% in size
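Fluorescence increase (Ex 488/Em 500-530) after overnight compound treatment at 37 deg C flags inhibition of Vif-driven A3F-eYFP loss in stable HeLa A3F-eYFP/Vif cells seeded overnight beforehand.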
Starred values were filed as active, the others as inactive; ? = inconclusive; . = no result given; & = joins results of further samples; [ ] = another dose, or the depositor's remark. Unless noted, calls follow the shape of the dose curve; as a rule, active = well fitted curve in the direction sought with a large enough effect; inconclusive = small, poorly fitted or top-dose-only effect, or another doubt; inactive = no such curve, though single readings can be large; an effect the other way counts as inactive or inconclusive. These rows are one share of the data (hit frequency here may not be typical).

The first two records, ahead of the listing:
SMILES | Vif-A3G inh | LDHA inh | IDH1 R132H inh | RGS4 inh | Glioma ERSR ind | TrxR1 substrate | USP1-UAF1 inh | TrxR1 inh | Vif-APOBEC3F blk
O=C(Cc1ccc(Br)cc1)NCCc1ccc(F)cc1 | 0% | -6 | -1% | 16% | -2% | -8%[57.1 µM] | -1% | -3%[57.1 µM] | -4%
C/C(=N\NC(=O)c1cccs1)c1ccc2ccccc2c1 | 2% | -19 | -11% | 23% | 6% | 7% | -18% | 19% | -2%

Results, from the first entry:
SMILES | Vif-A3G inh | LDHA inh | IDH1 R132H inh | RGS4 inh | Glioma ERSR ind | TrxR1 substrate | USP1-UAF1 inh | TrxR1 inh | Vif-APOBEC3F blk
O=C(Cc1ccc(Br)cc1)NCCc1ccc(F)cc1 | 0% | -6 | -1% | 16% | -2% | -8%[57.1 µM] | -1% | -3%[57.1 µM] | -4%
C/C(=N\NC(=O)c1cccs1)c1ccc2ccccc2c1 | 2% | -19 | -11% | 23% | 6% | 7% | -18% | 19% | -2%
COc1ccc(OC)c(C2Nc3c(Cl)ccc(C(=O)O)c3C3C=CCC32)c1 (stereo not given) | -30% | 6 | -4% | ? | -2% | 5%[57.1 µM] | ? | -71% | -1%
CC(C)(C)C(=O)OCCNc1nc(-c2ccccc2)nc2ccccc12 | -5% | 2 | 7% | 1% | 0% | -10% | -25% | -12% | 4%
COc1cccc2cc(C(=O)N3CCN(c4ccc(C)cc4C)CC3)c(=O)oc12 | 0% | 0&-6 | 2% | -2% | -5% | 5%[57.1 µM] | -31% | 18%[57.1 µM] | 4%
C=CC(=O)Nc1ccc(Nc2ccnc(Nc3ccc(N4CCN(C)CC4)cc3)n2)cc1 | -5% | 3 | 1%[38.3 µM] | ? | -4% | -9% | -20% | 13µM* | -6%
COc1cccc(CC2(CO)CCCN(Cc3cc(F)ccc3-n3cccn3)C2)c1 (stereo not given) | -17% | 0 | 16% | 5% | -1% | 8%[57.1 µM] | -4% | 14%[11.4 µM] | -18%
C#CCn1c(CCNC(=O)c2ccco2)nc2ccccc21 | 0% | -4 | -13% | 7% | -3% | -1% | -5% | 11% | -1%
c1ccc(-c2nnc(N3CCN(c4ccccn4)CC3)c3ccccc23)cc1 | -27% | -5 | -1% | 6% | -4% | -11% | -1% | -12% | -1%
OCC1(CC2CCCCO2)CCN(C/C=C/c2ccccc2)CC1 (stereo not given) | -1% | -2 | 6% | 3% | -3% | 10%[57.1 µM] | -17% | 25%[57.1 µM] | -2%
O=C(Cc1ccc(F)cc1)Nc1nccs1 | 3% | -4 | 4% | 25% | 0% | -4% | 1% | 16% | 4%
COc1cccc(OCCNS(=O)(=O)c2ccccc2[N+](=O)[O-])c1 | 0% | -3 | 8% | 3% | 0% | -4% | -15% | 14% | 5%
Cc1ccccc1-c1cc(C(=O)n2cccn2)c2cc(Cl)ccc2n1 | -5% | -3 | 0% | 4% | -2% | 5% | -14% | 5% | 0%
COc1ccc([C@H]2CC(=O)C=C(/C=C/c3ccc(Cl)cc3)C2)cc1 | -1% | -4 | -12% | -2% | -2% | -3% | -18% | 21% | 4%
COC(=O)CCC(=O)NN1C(=O)c2ccccc2C1=O | 1% | -15 | 0% | 1% | -3% | 14% | -13% | 38% | 0%
Cc1ccc(S(=O)(=O)N/N=C/C(C)(C)CO)cc1 | 0% | -3 | 0% | 13% | -2% | -5%[57.1 µM] | -1% | 5%[57.1 µM] | 1%
CN(C/C(O)=C(\C#N)c1ccccc1)C1CCCCC1 | 1% | 0 | 3% | -25% | -4% | 9%[57.1 µM] | -16% | 13%[57.1 µM] | 2%
CC(C)(O)CNC(=O)Nc1ccc(Cl)c(Cl)c1 | -1% | -3 | -4% | 22% | 2% | -1% | 1% | 27% | 3%
CC1(C)NC(=O)N(CC(O)COC2CCCCC2)C1=O (stereo not given) | -1% | -7 | -9% | 12% | -3% | -2%[57.1 µM] | -8% | 1%[57.1 µM] | 11%
CC(C)n1nc(C(=O)OCC(=O)c2c[nH]c3ccccc23)c2ccccc2c1=O | -3% | -3 | -5% | 16% | -2% | 4%[57.1 µM] | -7% | 12% | 4%
CCOc1ccccc1N1CC(C(=O)NCCOc2ccccc2OC)CC1=O (stereo not given) | 3% | -13 | -4% | -15% | 0% | -1% | -13% | ? | -4%
c1cnc2c(c1)ncc1cscc12 | 2% | -1 | -5% | 8% | -3% | -8% | -16% | -18% | 2%
CC(C)c1ccc(S(=O)(=O)N2CCC(n3c(C(F)(F)F)nc4cccnc43)CC2)cc1 | 4% | -12 | 4% | 18% | -3% | -1%[57.1 µM] | -24% | 7%[57.1 µM] | -4%
COc1cc(C(=O)COC(=O)C2CCCCC2)cc(OC)c1OC | 6% | -6 | 0% | 14% | -3% | 2%[57.1 µM] | -17% | -3%[57.1 µM] | 1%
CCOC(=O)N1C/C(=C\c2ccccc2)C(=O)/C(=C/c2ccccc2)C1 | ? | -4 | -8% | -2% | 10% | -6% | -20% | 8%[2.29 µM] | -2%
Cc1cc(C)c(NC(=O)CN(C)C(=O)c2ccc(OCc3ccccc3)cc2)c(C)c1 | 0% | -14 | -4% | 0% | 0% | -2% | -21% | 18% | 1%
O=C(NCCc1ccccc1)C1(c2cccs2)CCOCC1 | 0% | 2 | 17% | -21% | -3% | -5%[57.1 µM] | -9% | 8%[57.1 µM] | 1%
CC(C)Oc1cccc(C2CC(=O)Nc3cc4c(cc32)OCO4)c1 (stereo not given) | -18% | 1 | 19% | -25% | -4% | -8% | -24% | 0% | -18%
O=C(CCc1nc(-c2ccc(Cl)cc2)no1)NCc1ccccc1CN1CCOCC1 | -2% | -1 | 1% | 11% | -5% | 2% | -3% | 12% | -1%
COc1ccc2c(c1)OC[C@H]1[C@H]2N2C(=O)c3ccccc3NC(=O)[C@@]2(C)[C@H]1c1ccccc1 | -21% | -2 | -5% | -12% | -4% | 3%[57.1 µM] | ? | 15%[57.1 µM] | 3%
O=C(NC(=O)N1CCCCC1)c1ccccc1 | 1% | -1 | 0% | 17% | -2% | -2% | -21% | 2% | 3%
NC(=O)CC(NC(=O)Cc1cccc2ccccc12)c1ccc(NCc2ccc(F)c(F)c2)c([N+](=O)[O-])c1 (stereo not given) | ? | 0 | 11% | -10% | -10% | 4% | -32% | 14% | -7%
Cc1cc(C)cc(C(=O)N(C)C2CCCN(Cc3ccccc3F)C2)c1 (stereo not given) | -3% | -8 | -8% | 13% | 0% | 2% | -17% | 22% | 1%
O=C(CSc1nnnn1-c1ccc2c(c1)OCCO2)Nc1nc2c(s1)CCCC2 | 3% | -10 | 1% | 3% | 3% | 10%[57.1 µM] | ? | -15% | 0%
O=C(COc1ccccc1)NCCn1ccc2ccccc21 | -3% | 6 | 6% | 22% | ? | 7% | -5% | 21% | -4%
Cn1c(=O)c2c(nc(SCCN3CCOCC3)n2Cc2ccccc2)n(C)c1=O | -1% | -5 | 12% | -7%[11.4 µM] | -6% | 9%[57.1 µM] | -4% | 22%[57.1 µM] | 0%
COc1cc(CCC(=O)NCCc2ccc(F)cc2)cc(OC)c1OC | -1% | -2 | 1% | 14% | -2% | 4% | -3% | 15% | -24%
COc1cccc(S(=O)(=O)N(C)C[C@H]2OCc3cnnn3CCCC(=O)N([C@@H](C)CO)C[C@H]2C)c1 | 0% | -3 | 2% | . | 1% | . | -17% | . | -13%
COc1ccnc(Oc2ccc(C)cc2)c1C#N | 0% | -11 | -6% | 14% | 7% | 5%[57.1 µM] | -11% | 6%[57.1 µM] | 3%
CCCCCn1c(=O)[nH]c2cc(C(=O)N3CCN(c4cccc(C)c4)C(C)C3)ccc2c1=O (stereo not given) | 4% | -12 | -5% | 11% | -3% | -1% | -8% | 14% | 5%
Cc1ccc(S(=O)(=O)N2CCN(c3nc(-c4ccncc4)nc4ccccc34)CC2)cc1 | . | -3 | . | 14% | . | 5% | . | 45µM* | .
O=C(O)c1cscn1 | 0% | -13 | -2% | 17% | -3% | 3% | -17% | 15% | 1%
Cc1ccc(NC(=O)C(=O)NCc2ccc(/C=C(/C#N)C(=O)NCc3cccnc3)o2)cc1 | -13% | -5 | 16% | 4% | -4% | 11% | -8% | 22% | ?
COC(=O)c1c(C)oc2ccc(N(C(=O)c3ccncc3)S(=O)(=O)c3ccc4ccccc4c3)cc12 | -20% | -9 | -1% | -6% | 3% | 3% | -13% | 3% | 9%
Cc1ccc(S(=O)(=O)N2CCN(C(=O)Cn3c(=O)cnc4ccccc43)CC2)c(C)c1 | 0% | -1 | -1% | 1% | -3% | 17% | -16% | 19% | 11%
CC(C)CC(NC(=O)CC12CC3CC(CC(C3)C1)C2)C(=O)NC1=NCCS1 (stereo not given) | -1% | 3 | -3% | ? | 2% | 7% | -18% | 20%[57.1 µM] | -4%
CC(=O)Nc1ccc(NS(=O)(=O)c2ccc(C)cc2)c([N+](=O)[O-])c1 | -2% | -6 | 8% | 32% | -2% | 4% | 1% | 16%[57.1 µM] | 9%
O=C(CO/N=C/c1ccccc1Cl)N1CCCc2ccccc21 | -1% | -2 | -1% | 1% | -1% | -7% | -25% | 1% | 8%
O=C(CCc1ccccc1)Nc1ncc([N+](=O)[O-])s1 | -13% | -4 | 7% | -8% | 1% | -6%[57.1 µM] | -16% | -2%[57.1 µM] | -17%
